Screening data deposited in PubChem by several laboratories.
DYRK1A inh = blocks rat Dyrk1A kinase activity. inhibition, % at 12.5 µM. ADP-Glo luminescence, NFATc1 peptide. 310,000 tested, 0.43% active; in the data active = inhibition above about 50%;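 also: plate controls were vehicle with enzyme for no effect and no enzyme for full effect; many of its hits are not listed in these tables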
TRPC4 PAM = allosterically enhances the mouse TRPC4 cation channel. Q9QUQ5. HEK293 TRPC4beta/mu-opioid, DAMGO EC20, Fluo-4 Ca2+ flux; hits give high values. B-score at 10 µM. 310,000 tested, 0.42% active. AID 2227;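 active = B-score of calcium response area above 5 SD of library B-scores, with initial fluorescence ratio within 5 SD of library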;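 also: B-score of integrated fluorescence ratio over time as area under calcium response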
hERG protect = hERG (human) protection from proarrhythmic block | 310,000 tested, 0.51% active | Q12809 | CHO-hERG, FluxOR thallium flux, dofetilide IC70 present | activation (rescue from dofetilide block), less the hit threshold, % at 10 µM;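 active = activation above the mean of controls blocked by dofetilide plus 5 SD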;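 also: thallium influx through hERG after potassium depolarization seen as dye fluorescence rise; in these data hits start at about 4.7%; inactives centre near -7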
Target sequence (Q12809 whole entry, looked up): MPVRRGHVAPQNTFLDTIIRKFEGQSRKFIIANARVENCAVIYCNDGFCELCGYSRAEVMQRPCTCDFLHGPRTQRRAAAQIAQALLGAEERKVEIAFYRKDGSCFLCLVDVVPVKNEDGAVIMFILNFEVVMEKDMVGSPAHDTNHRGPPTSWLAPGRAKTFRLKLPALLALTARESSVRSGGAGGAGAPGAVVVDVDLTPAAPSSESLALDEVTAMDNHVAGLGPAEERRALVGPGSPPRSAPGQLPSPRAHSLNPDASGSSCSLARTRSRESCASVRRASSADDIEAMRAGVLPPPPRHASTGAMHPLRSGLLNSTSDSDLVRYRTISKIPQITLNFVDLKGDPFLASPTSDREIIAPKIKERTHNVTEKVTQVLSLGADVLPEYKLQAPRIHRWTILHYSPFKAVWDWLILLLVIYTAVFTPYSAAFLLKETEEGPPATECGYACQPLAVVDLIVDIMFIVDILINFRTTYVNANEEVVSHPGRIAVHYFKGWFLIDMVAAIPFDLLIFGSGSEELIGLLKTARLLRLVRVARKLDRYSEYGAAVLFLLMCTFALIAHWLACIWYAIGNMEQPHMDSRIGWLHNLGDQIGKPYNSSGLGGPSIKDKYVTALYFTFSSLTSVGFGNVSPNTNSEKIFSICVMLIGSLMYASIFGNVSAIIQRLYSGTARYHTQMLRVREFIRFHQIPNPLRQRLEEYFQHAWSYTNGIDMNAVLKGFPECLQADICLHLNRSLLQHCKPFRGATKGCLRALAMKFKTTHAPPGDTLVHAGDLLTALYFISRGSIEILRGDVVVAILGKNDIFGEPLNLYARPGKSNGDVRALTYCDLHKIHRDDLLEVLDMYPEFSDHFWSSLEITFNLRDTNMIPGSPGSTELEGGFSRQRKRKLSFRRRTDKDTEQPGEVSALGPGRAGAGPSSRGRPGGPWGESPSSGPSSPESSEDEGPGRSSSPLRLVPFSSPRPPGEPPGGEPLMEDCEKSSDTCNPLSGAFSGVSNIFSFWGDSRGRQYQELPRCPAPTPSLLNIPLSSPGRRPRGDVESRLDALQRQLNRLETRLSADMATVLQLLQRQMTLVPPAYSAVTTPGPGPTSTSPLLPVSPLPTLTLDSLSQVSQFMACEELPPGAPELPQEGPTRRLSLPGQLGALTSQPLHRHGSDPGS
KCNQ1 inh = human KCNQ1 channel inhibition; P51787; CHO-K1 KCNQ1, FluxOR thallium flux fluorescence; hits give high values; B-score at 10 µM; 310,000 tested, 1.3% active; AID 2642;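 active = compounds whose thallium flux B-score, printed positive for inhibition, exceeds three library SD while starting fluorescence stays within three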;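 also: channel opened by potassium depolarization with thallium stimulus after 20 min compound exposure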
KCNK9 inh = blocks the human KCNK9 two-pore domain potassium channel; B-score at 10 µM; 310,000 tested, 1.2% active; HEK293 KCNK9, FluxOR thallium flux fluorescence; hits give low values;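 active = ratio B-score over 3 SD below the library mean, with starting fluorescence within 5 SD of its mean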;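 also: negative B-score means less thallium flux so channel inhibition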
KCNK3 block = human KCNK3 channel inhibition, primary screen | 340,000 tested, 0.84% active | O14649 | CHO-KCNK3 thallium flux, FluxOR fluorescence; hits give low values | B-score at 10 µM;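 active = B-score under library mean minus 4 SD, starting fluorescence ratio at most library mean plus 5 SD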;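 also: more negative B-score means stronger inhibition of thallium flux through KCNK3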
PolyA inhibitor = blocks polyadenylation in yeast reporter cells; S. cerevisiae SKY197-pL101 polyadenylation reporter, beta-gal luminescence; efflux-impaired pdr1/pdr3 knockout yeast; score 100 = 6 SD above DMSO; calls only at 12 µM; 300,000 tested, 0.02% active; AID 1875;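 active = lowest replicate activity score at least 50, where 100 means six control SD above control mean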;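 also: yeast exposed to compound for 9 h at 30 °C; higher score means more reporter readthrough which indicates perturbed polyadenylation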
TRPC4 block = inhibitors of mouse TRPC4 channel | B-score at 10 µM | AID 2247 | HEK293 TRPC4beta/mu-opioid, DAMGO-evoked Fluo4 calcium flux; hits give low values | 300,000 tested, 0.39% active;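 active = B-score over 3 SD under the library average, no early fluorescence shift, positive overall ratio signal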
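Assay system: HEK293 cells with stable TRPC4beta plus mu-opioid receptor expression; Probe or stimulus: DAMGO in two steps, submaximal then maximal; Dosing: single-point compound dosing; Measured by: Fluo4 calcium-dye fluorescence, kinetic read; Read-out basis: B score from integrated Fluo4 fluorescence ratio.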
TRPC4 agonist = opens the mouse TRPC4 cation channel; Q9QUQ5; HEK293 TRPC4beta/mu-opioid, Fluo4 calcium fluorescence; hits give high values; B-score at 10 µM; 310,000 tested, 0.49% active;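 active = B-score above 5 SD of library B-scores, and initial fluorescence ratio not above library mean plus 5 SD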;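 also: positive B-score marks a calcium rise read as TRPC4 activation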
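Technique: kinetic Fluo4 calcium fluorescence; Test system: TRPC4beta and mu-opioid receptor HEK293 stable cells; Measure: B-scored integrated calcium fluorescence ratio; Benchmarks: low control buffer alone, high control maximal DAMGO; Schedule: 45 min room-temperature Fluo4 loading, 110 s read.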
Platelet DG rel = platelet dense granule release activity. human platelet-rich plasma, SFLLRN dense granule ATP release, luminescence. inhibition, %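 (compounds screened at 7.5 µM in platelet-rich plasma)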. 300,000 tested, 0.22% active;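 active = mean replicate score, as percent of positive control, at or above 50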
KCNQ1 pot = potentiates or activates the human KCNQ1 potassium channel; P51787; CHO-K1 KCNQ1, thallium flux FluxOR fluorescence; hits give high values; B-score at 10 µM; 310,000 tested, 0.35% active; AID 2648;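 active = fluorescence ratio B-score, a plate-corrected score, at least three library SD, with initial intensity B-score within 5 SD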
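Schedule – 37 °C overnight plating, 90-min dark dye load, 20-min compound pretreatment · System – stable KCNQ1 CHO-K1 line · Probe or stimulus – thallium- and potassium-containing depolarizing buffer · Measured by – kinetic FluxOR fluorescence, 10 s baseline plus 110 s post-stimulus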
* marks the source's active call; other numbers are inactive results; i = inactive; . = no result given. A portion of the library, so the mix of outcomes need not match the whole.

Start of the listing, in advance (six entries):
SMILES	DYRK1A inh	TRPC4 PAM	hERG protect	KCNQ1 inh	KCNK9 inh	KCNK3 block	PolyA inhibitor	TRPC4 block	TRPC4 agonist	Platelet DG rel	KCNQ1 pot
Cc1cc(C)c2nc(N(CCN(C)C)C(=O)/C=C/c3cccs3)sc2c1	3	i	-16	i	i	i	i	i	i	-10	i
Cc1ccc(NC2=NCCCCC2)cc1C	0	i	-10	i	i	i	i	i	i	0	i
Cc1ccc(NC(=O)C(C)OC(=O)Cn2cnc3ccccc3c2=O)cc1 (centres undefined)	.	i	-18	i	i	i	i	i	i	-1	i
CCOC(=O)C1CCN(S(=O)(=O)c2ccc3[nH]c(=O)oc3c2)CC1	1	i	-4	i	i	i	i	i	i	-9	i
O=C(Nc1ccc2c(c1)OCCO2)C1CCN(S(=O)(=O)c2ccc(Br)s2)CC1	4	i	-7	i	i	i	i	i	i	14	i
C=CCN1CCN(C(CCC)c2nnnn2Cc2ccco2)CC1 (centres undefined)	-2	i	-13	i	i	i	i	i	i	1	i

This part in full, from the start:
SMILES	DYRK1A inh	TRPC4 PAM	hERG protect	KCNQ1 inh	KCNK9 inh	KCNK3 block	PolyA inhibitor	TRPC4 block	TRPC4 agonist	Platelet DG rel	KCNQ1 pot
Cc1cc(C)c2nc(N(CCN(C)C)C(=O)/C=C/c3cccs3)sc2c1	3	i	-16	i	i	i	i	i	i	-10	i
Cc1ccc(NC2=NCCCCC2)cc1C	0	i	-10	i	i	i	i	i	i	0	i
Cc1ccc(NC(=O)C(C)OC(=O)Cn2cnc3ccccc3c2=O)cc1 (centres undefined)	.	i	-18	i	i	i	i	i	i	-1	i
CCOC(=O)C1CCN(S(=O)(=O)c2ccc3[nH]c(=O)oc3c2)CC1	1	i	-4	i	i	i	i	i	i	-9	i
O=C(Nc1ccc2c(c1)OCCO2)C1CCN(S(=O)(=O)c2ccc(Br)s2)CC1	4	i	-7	i	i	i	i	i	i	14	i
C=CCN1CCN(C(CCC)c2nnnn2Cc2ccco2)CC1 (centres undefined)	-2	i	-13	i	i	i	i	i	i	1	i
Cc1nonc1C(=O)N1CCCC(N2CCN(c3ccc(F)cc3)CC2)C1 (centres undefined)	-2	i	-6	i	i	i	i	i	i	-2	i
CCCCOc1ncnc2c1[nH]c1ccccc12	8	i	-8	i	i	i	i	i	i	15	i
Cc1cc(C(=O)NCCCN2CCN(c3cc(Cl)ccc3C)CC2)n(-c2ccccc2)n1	10	i	-10	i	i	i	i	-6*	i	7	i
Cc1ccc(NC(=O)CCNC(=O)c2ccco2)cc1	0	i	4	i	i	i	i	i	i	1	i
CCN1CCCC1CNC(=O)C(=O)NCc1ccccc1 (centres undefined)	-6	i	-7	i	i	i	i	i	i	14	i
c1cc[n+](CCC[n+]2ccccc2)cc1	0	i	-6	i	i	i	i	i	i	-2	i
CN(C(=O)COc1cccc(Br)c1)C1CCS(=O)(=O)C1 (centres undefined)	-4	i	-8	i	i	i	i	i	i	-5	i
CCOC(=O)C1=C(C)NC(=O)CC1c1ccccc1 (centres undefined)	16	i	-2	i	i	i	i	i	i	0	i
COc1cc(NC(=O)COc2ccc(Cl)cc2)ccc1NC(=O)C(C)C	-1	i	2	i	i	i	i	i	i	0	i
Cc1cc(OC(=O)c2ccc(S(=O)(=O)N3CCCCC3)cc2)c([N+](=O)[O-])c(=O)[nH]1	0	i	-11	i	i	i	i	i	i	0	i
COc1cc2c(cc1OC)C(=O)CCS2	3	i	-3	i	i	i	i	i	i	-3	i
CN(C)S(=O)(=O)c1cccc(NC(=O)c2ccc(S(=O)(=O)N3CCCCC3)cc2)c1	-1	i	-8	i	i	i	i	i	i	-5	i
COc1cc(S(=O)(=O)NCC2OCCc3ccccc32)ccc1-n1cnnn1 (centres undefined)	1	i	-8	i	i	i	i	i	i	32	i
COC(=O)c1cc(NC(=O)C2CC(=O)NC(=NCc3ccc(OC)cc3)S2)cc(C(=O)OC)c1 (centres undefined)	-1	i	-11	i	i	i	i	i	i	-4	i
NC(=O)c1ccccc1	3	i	-7	i	i	i	i	i	i	-2	i
O=C(CCc1ccccc1)NCc1cccnc1	4	i	-9	i	i	i	i	i	i	0	i
COc1ccccc1Cn1c(-c2ccco2)nc2nc3ccccc3nc21	7	i	-3	i	i	i	i	i	i	6	i
Cc1onc(-c2ccccc2)c1C(=O)NCc1ccc(F)cc1	3	i	-13	i	i	i	i	i	i	2	i
CCCCN(C)CCNC(=O)C1CCN(S(=O)(=O)c2cccc3nsnc23)CC1	-5	11*	-7	i	i	i	i	i	i	-7	i
CCOC(=O)c1ccc(N2C(=O)C3ON(c4ccccc4)C(c4ccco4)C3C2=O)cc1 (centres undefined)	-3	i	-13	i	i	i	i	i	i	8	i
CCN(CC)c1ccc(NC(=O)COc2ccc(C)cc2)cc1	-1	i	-4	i	i	i	i	i	i	-3	i
CN1CCC(N(C)C(=O)CCc2nc3ccccc3c(=O)[nH]2)CC1	2	i	-9	i	i	i	i	i	i	-15	i
COCCCn1c(SCC(=O)N2CCOCC2)nc2ccccc2c1=O	3	i	-7	i	i	i	i	i	i	-12	i
CCOC(=O)c1sc(=S)n(C)c1NC(=O)c1cccc(Br)c1	.	i	-14	i	i	i	i	i	i	0	i
COc1ccc(Nc2nc(-c3sc(N)nc3C)cs2)cc1	0	i	-9	i	i	i	i	i	i	9	i
Cc1ccc(OCc2cc(C(=O)N(C)CCn3ccnc3C)no2)cc1C	9	i	-7	i	i	i	i	i	i	-6	i
CCCn1nnc(NC(=S)NC(=O)C(C)(C)C)n1	-3	i	-9	i	i	i	i	i	i	1	i
CCCCn1c(SCC(=O)OCC)nnc1-c1ccoc1C	2	i	-6	i	i	i	i	i	i	7	i
COC(=O)c1ccc(OC(C)C(=O)c2ccc(C)cc2)cc1 (centres undefined)	-2	i	-9	i	i	i	i	i	i	5	i
CCNS(=O)(=O)c1ccc(NC(=O)c2ccc(Cn3cc([N+](=O)[O-])cn3)o2)cc1	1	i	-10	i	i	i	i	i	i	-1	i
CC(C(=O)Nc1ccccc1)N(C)Cc1cccs1 (centres undefined)	0	i	-5	i	i	i	i	i	i	-12	i
COc1cc(CN2CCCN(C)CC2)cc([N+](=O)[O-])c1O	-1	i	-7	i	i	i	i	i	i	3	i
O=C(Nc1ccccc1-c1ccccc1)c1ccco1	2	i	-7	i	i	i	i	i	i	4	i
COc1ccc(S(=O)(=O)C(C#N)c2nc3ccccc3nc2N2CCCC(C)C2)cc1 (centres undefined)	12	i	-13	9*	i	i	i	i	i	3	i
Cc1cc(NC(=O)c2ccc(Br)cc2)nc(C)n1	4	i	1	i	i	i	i	i	i	3	i
COc1cc(C(=O)Nc2ccc(C(N)=O)cc2)c([N+](=O)[O-])cc1OC	-1	i	-4	i	i	i	i	i	i	-1	i
CC1CN(C(=O)CCC(=O)NCc2ccccn2)c2ccccc2O1 (centres undefined)	4	i	-4	i	i	i	i	i	i	-3	i
COC(=O)C1=C(CS(=O)(=O)c2ccc(OC)cc2)NC(=O)NC1c1ccccc1 (centres undefined)	.	i	-10	i	i	i	i	i	i	-23	i
COc1ccc(OC)c(NC(=O)CSc2nc(C)cs2)c1	-8	i	-5	i	i	i	i	i	i	3	i
O=C(CCC1CCCC1)NCCS(=O)(=O)N1CCN(c2ccccc2F)CC1	-23	i	-14	i	i	i	i	i	i	-1	i
CCSc1nc(C)c(C)c(=O)[nH]1	1	i	-7	i	i	i	i	i	i	-5	i
COCc1cc(=O)[nH]c(SCCS(=O)(=O)c2ccc(C)cc2)n1	.	i	-8	i	i	i	i	i	i	-11	i
O=C(NCCCO)C(=O)Nc1cc2c3c(c1)CCN3C(=O)CC2	22	i	-10	i	i	i	i	i	i	-29	i
COc1cccc(CNC(=O)C(=O)NCC2CCCO2)c1 (centres undefined)	-6	i	-3	i	i	i	i	i	i	4	i
Next part:
SMILES	DYRK1A inh	TRPC4 PAM	hERG protect	KCNQ1 inh	KCNK9 inh	KCNK3 block	PolyA inhibitor	TRPC4 block	TRPC4 agonist	Platelet DG rel	KCNQ1 pot
NS(=O)(=O)c1ccc(CCNC(=O)/C=C/c2cccc([N+](=O)[O-])c2)cc1	1	i	-2	i	i	i	i	i	i	8	i
CCC(=O)C1=C(O)C(c2cccc(Oc3ccccc3)c2)CCC1=O (centres undefined)	-1	i	-7	i	i	i	i	i	i	1	i
COCCNC(=S)NNC(=O)CSCc1ccc(Cl)cc1Cl	-2	i	-3	i	i	i	i	i	i	-3	i
CCOc1ccc(/C=N/NC(=O)c2cc(-c3cccn3C)n[nH]2)cc1	0	i	-4	i	i	i	i	i	i	6	i
CCC(C)N(C(=O)COC(=O)CCc1c[nH]c2ccccc12)C1CCS(=O)(=O)C1 (centres undefined)	0	i	-4	i	i	i	i	i	i	-10	i
CCc1nnc(NC(=O)CSc2ccc(-c3cccs3)nn2)s1	.	i	-3	i	i	i	i	i	i	2	i
CCOC(=O)c1cnc2c(C#N)cnn2c1N	22	i	-16	i	i	i	i	i	i	6	i
COc1ccc(S(=O)(=O)NCC2CCC(C(=O)NCCC(C)C)CC2)cc1 (centres undefined)	-5	i	-4	i	i	i	i	i	i	4	i
Cc1cccc(N(C)S(=O)(=O)c2ccc(-c3cc(C)no3)s2)c1	-1	i	-4	i	i	i	i	i	i	28	i
O=C(NCC(c1cccs1)N1CCOCC1)c1cc([N+](=O)[O-])ccc1Cl (centres undefined)	0	i	-4	i	i	i	i	i	i	11	i
CCOc1ccc(C(=O)N(Cc2ccc(OC)cc2)Cc2cc3cc(OC)ccc3[nH]c2=O)cc1	-8	i	-12	i	i	i	i	i	i	-1	i
CCOC(=O)CSc1nc(C2CC2)cc(-c2ccc(F)cc2)c1C#N	-6	i	-3	i	i	i	i	i	i	-2	i
CCOc1cc(C2Nc3ccccc3C(=O)N2c2ccccc2)ccc1O (centres undefined)	-1	i	-4	i	i	i	i	i	i	-4	i
COc1ccccc1Oc1ccc(S(=O)(=O)NCc2ccccn2)cc1	3	i	-6	i	i	i	i	i	i	2	i
Cc1ccc(C)c(NC(=O)CCN2CCc3ccccc3C2)c1	-6	i	-10	i	i	i	i	i	i	0	i
Cc1ccc(SCCC(=O)NC(C)(C)C)cc1	-3	i	-10	i	i	i	i	i	i	4	i
